HTR5A ag: HTR5A agonists in luminescence cell assay, primary screen, counter-screen for OPRM1-OPRD1 heterodimer agonist project, full-deck HTS. cell-based. activation, % at 9.3 µM. 5-hydroxytryptamine receptor 5A (Homo sapiens), P47898. 340,000 compounds, 0.61% hits; in the data active = activation mostly above about 9.5%, no sharp cut-off; inactive = mostly below about 7.6%;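 also: 0% = cells with vehicle only and 100% = reference agonist; strong numbers were not always called active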
Target sequence (P47898 whole entry, looked up): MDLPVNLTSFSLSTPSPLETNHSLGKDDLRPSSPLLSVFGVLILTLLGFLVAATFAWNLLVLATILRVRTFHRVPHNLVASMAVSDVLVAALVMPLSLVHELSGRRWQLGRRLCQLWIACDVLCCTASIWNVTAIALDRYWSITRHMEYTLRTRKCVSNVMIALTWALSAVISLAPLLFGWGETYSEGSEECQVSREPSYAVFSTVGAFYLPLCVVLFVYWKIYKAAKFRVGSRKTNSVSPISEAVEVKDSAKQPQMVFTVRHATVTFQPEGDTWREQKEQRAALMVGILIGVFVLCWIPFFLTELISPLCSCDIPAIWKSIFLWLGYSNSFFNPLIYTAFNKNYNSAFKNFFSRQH
Rtt109 HAT inh: inhibitors of C. albicans Rtt109/Vps75 HAT, primary screen, biochemical, ThioGlo CoA-SH fluorescence, plate reader. Histone acetyltransferase RTT109 (Candida albicans (strain SC5314 / ATCC MYA-2876)), …. purified Rtt109/Vps75, 4 h. inhibition, % at 34.9 µM. 330,000 compounds, 0.16% hits. AID 540336, 2011;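 active = inhibition of at least 50% in every replicate; inconclusive = best replicate reaches 50% inhibition but some replicates fall short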
Target sequence (Q5AAJ8 whole entry, looked up): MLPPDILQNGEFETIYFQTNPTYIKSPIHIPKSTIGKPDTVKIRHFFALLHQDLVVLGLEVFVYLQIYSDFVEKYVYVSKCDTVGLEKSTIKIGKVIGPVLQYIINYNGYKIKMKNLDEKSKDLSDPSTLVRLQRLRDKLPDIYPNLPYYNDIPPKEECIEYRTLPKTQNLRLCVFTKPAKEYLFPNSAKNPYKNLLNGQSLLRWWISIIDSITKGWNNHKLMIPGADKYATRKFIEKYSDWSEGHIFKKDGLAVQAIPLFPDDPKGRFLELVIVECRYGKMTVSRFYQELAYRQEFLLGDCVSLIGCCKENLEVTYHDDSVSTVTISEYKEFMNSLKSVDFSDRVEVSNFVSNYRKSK
Wnt bcat act: Wnt/beta-catenin pathway activators, primary screen, cell-based, plate reader, single point; Wnt/beta-catenin reporter cell assay, activator; activation, % at 9.35 µM; 300,000 compounds, 1.2% hits; AID 743398, 2014; in the data active = activation above about 30%, passing the limit was not always enough; inconclusive = no clear call, values can overlap the other calls;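 also: 0% = neutral control wells and 100% = positive control wells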
MITF act: activators of MITF-driven TRPM1 promoter reporter, primary screen, cell-based, SK-MEL-5, luciferase, single point | SK-MEL-5 TRPM1-promoter luciferase, 24 h; % of positive control, neutral wells = 0 | activation, % at 12.5 µM | 300,000 compounds, 0.75% hits;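 active = mean activation of at least 80% with every replicate also reaching 80%; inconclusive = mean reaches 80% but some replicate falls short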;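 also: 0% = neutral control wells and 100% = parthenolide positive control wells; values of inactives mirror those of a sister screen read the other way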
SR-BI HDL uptake: inhibitors of SR-BI mediated HDL lipid uptake, primary screen, ldlA[mSR-BI] cells, fluorescence, single point | Scavenger receptor class B member 1 (Mus musculus), Q61009 | 320,000 compounds, 0.96% hits | AID 488896, 2010 | inhibition, % at 12.5 µM | ldlA[mSR-BI] CHO cells, DiI-HDL uptake fluorescence, 3 h;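 active = mean replicate inhibition of at least 70% and a set share of replicates each scoring 70 or more; inconclusive = meets just one of the two criteria; inactive = fails both criteria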;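 also: 0% = median of neutral control wells and 100% = median of positive control wells; values of inactives mirror those of a sister screen read the other way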
CDK5 p35 inh: inhibitors of human CDK5/p35 kinase, primary screen, biochemical, single concentration; inhibition, % at 10 µM; AID 488839, 2010; Recombinant CDK5/p35, ADP-Glo luminescence, 60 min; Cyclin-dependent kinase 5 (Homo sapiens) + Cyclin-dependent kinase 5 activator 1 (Homo …; 330,000 compounds, 0.01% hits;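 active = highest replicate inhibition of at least 50% and at least 75% of replicates reaching 50%; inconclusive = only one of the two criteria met; inactive = both criteria failed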;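 also: plate controls were DMSO neutral control for no effect and GW8510 at 10 µM for full effect; many of its hits are not listed in these tables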
cardiac RTF act: cardiac RTF calcium sensitivity activators, primary screen, biochemical, IANBD-TnC fluorescence, EC20 calcium | activation, % at 7.2 µM | Troponin I, cardiac muscle (Homo sapiens) + Troponin T, cardiac muscle (Homo sapiens) + … | 340,000 compounds, 0.24% hits | IANBD-labeled TnC RTF fluorescence at EC20 calcium; 0% EC20 calcium, 100% full calcium;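 active = activation above the mean over all tested compounds plus 3 SD, cut at about 30% in these data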;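 also: rise in fluorescence read as greater calcium sensitivity of cardiac thin filaments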
PvdQ inh: P. aeruginosa PvdQ acylase inhibitors, primary screen, biochemical, fluorescence, plate reader and imaging, single point; PvdQ acylase [Pseudomonas aeruginosa LESB58]; purified PvdQ acylase; inhibition, % at 10 µM; 340,000 compounds, 0.063% hits; AID 488965, 2010; in the data active = inhibition above about 30%, passing the limit was not always enough; inconclusive = no clear call, values can overlap the other calls;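 also: 0% = vehicle neutral wells and 100% = reference inhibitor wells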
dFosB activator: activators of delta FosB homodimer, primary screen, biochemical, fluorescence polarization, TAMRA-CDK5 oligo, single point. Protein FosB (Mus musculus), P13346. purified delta FosB; percent of positive-control signal above neutral wells. activation, % at 25 µM. 340,000 compounds, 0.99% hits. AID 493131, 2011;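 active = mean activation above about 17%, with every replicate also reaching it, limit read from the data, passing the limit was not always enough; inconclusive = only one of the two conditions met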;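 also: fluorescence polarization rise as delta FosB binds a TAMRA Cdk5 AP-1 oligo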
Target sequence (P13346 whole entry, looked up): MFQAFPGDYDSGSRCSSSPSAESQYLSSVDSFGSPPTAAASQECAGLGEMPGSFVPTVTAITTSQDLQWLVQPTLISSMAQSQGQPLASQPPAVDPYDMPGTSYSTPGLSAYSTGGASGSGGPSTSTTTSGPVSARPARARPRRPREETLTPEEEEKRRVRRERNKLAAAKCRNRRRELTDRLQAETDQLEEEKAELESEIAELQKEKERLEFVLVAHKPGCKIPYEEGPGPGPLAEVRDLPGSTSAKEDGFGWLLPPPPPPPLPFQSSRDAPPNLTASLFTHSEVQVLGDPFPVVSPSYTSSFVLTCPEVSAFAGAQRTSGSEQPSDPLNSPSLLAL
SR-BI uptake up: activators of SR-BI mediated DiI-HDL uptake, primary screen, ldlA[mSR-BI] CHO cells, DiI fluorescence. activation, % at 12.5 µM. 3 h; 100 = double the neutral-control signal. 320,000 compounds, 0.096% hits;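 active = mean replicate activation of at least 60% and every replicate at or above 60%; inconclusive = mean or all-replicate condition met, but not both; inactive = mean below 60% and not all replicates reaching 60%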;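 also: 0% = median plate neutral-control signal and 100% = twice that signal; values of inactives mirror those of a sister screen read the other way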
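Assay system: LDL receptor-deficient CHO ldlA cells overexpressing murine SR-BI / Medium: BSA-supplemented, HEPES-buffered Ham's F12, pH 7.4 / Probe or stimulus: DiI-labelled HDL at 10 µg/mL final / Timing: compound with DiI-HDL co-incubation, 3 h at 37 °C / Technique: bottom-read cell fluorescence after medium removal, ex 550/em 595 nm / Measure: HDL uptake via cellular fluorescence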
Starred values were filed as active, the others as inactive; ? = inconclusive; / = no result given.

SMILES	HTR5A ag	Rtt109 HAT inh	Wnt bcat act	MITF act	SR-BI HDL uptake	CDK5 p35 inh	cardiac RTF act	PvdQ inh	dFosB activator	SR-BI uptake up
O=C(NNC(=O)c1ccccc1OCc1ccccc1)c1ccccc1F	-1	-23	11	55	10	0.3	-6	-21	-11	-10
CCCCn1nnnc1SCC(=O)NCc1ccco1	1	2	25	3	-47	-2.3	0	-9	-7	47
COc1ccc(/C=C2\SC(=S)N(CCCC(=O)Nc3cc(C)on3)C2=O)cc1OC	-2	-3	-1	-4	-131	-1.9	3	-1	-9	?
CCCn1c(SCC(N)=O)nc2c(c1=O)C1(CCCC1)Cc1ccccc1-2	1	-16	/	-12	-15	0.5	-2	-12	-24	15
COc1ccccc1N1CCN(S(=O)(=O)c2ccccc2)CC1	-1	2	/	8	-14	-0.2	0	-6	-3	14
O=C(NN1C(=O)NC2(CCCCC2)C1=O)c1ccc(Cl)c(Cl)c1	8	7	0	-4	-11	-0.4	-2	7	-10	11
CCc1nnc(NS(=O)(=O)c2ccc(NC(=S)NC(=O)/C=C/c3ccc([N+](=O)[O-])cc3)cc2)s1	-2	-9	-1	4	/	-3.4	0	-8	-9	/
COC(=O)CCCNC(=O)c1ccc2nc(Cc3ccc(OC)cc3)oc2c1	-1	-11	1	26	-4	-1.6	0	-13	-2	4
CSc1nc(Cl)cc(N2CCOCC2)n1	-3	-4	9	6	-4	-0.6	-3	-9	2	4
Cc1c(C#N)c(=O)c(-[n+]2ccccc2)c([S-])n1-c1ccc(Cl)cc1	-2	3	0	8	-21	0.9	1	-10	4	21
Cc1oc(-c2cccc3ccccc23)nc1CN1CCN(c2ncnc3ccccc23)CC1	4	7	-2	-11	57	-1.6	-4	6	-4	-57
O=C(c1cccs1)N(C(=O)c1cccs1)c1ccccn1	8	-5	12	31	-10	-2.0	4	-4	-1	10
CCOC(=O)N1CCN(C(=O)CSc2ccc(Cl)cc2)CC1	7	10	/	-6	-3	0.1	-5	1	2	3
COc1ccc(OC)c(NC(=O)Cc2nn(C)c(=O)c3ccccc23)c1	-2	3	/	-3	-106	-4.6	3	-6	0	?
O=C(Nc1ccccc1-c1ccccc1)C(c1ccccc1)c1ccccc1	1	35	/	-2	66	-0.2	-10	3	4	-66
Cc1c(C(=O)N2CCN(c3cccc(Cl)c3)CC2)cccc1[N+](=O)[O-]	-2	-2	/	4	22	0.0	-7	-3	-9	-22
Oc1c(Cl)cc(Cl)cc1/C=N/c1ncn[nH]1	5	2	0	-4	-10	0.3	4	-18	-5	10
O=C(CCc1nnc(CCC2CCCCC2)o1)NCc1ccon1	-1	3	-3	5	11	1.6	4	5	-2	-11
O=C(c1cccc(N2C(=O)c3ccccc3C2=O)c1)N1CCCC(C(F)(F)F)C1 (configuration not stated)	-3	-1	1	6	10	1.7	7	-9	2	-10
CCO[C@H]1OC(C(=O)NC2CC2)=C[C@@H](c2ccc3c(c2)OCO3)[C@@H]1CCCO	-2	1	-3	-2	-13	-2.0	-4	1	2	13
O=C(NCc1ccccn1)c1ccc(Cl)cc1Cl	4	1	/	35	11	-0.7	-1	-7	-1	-11
C=CC[C@@H](CC(=O)N[C@H](CO)Cc1ccccc1)C(=O)N[C@H](COC(=O)[C@@H](CC=C)CC(=O)OC(C)(C)C)Cc1ccccc1	-1	0	-2	-6	27	-0.6	8	-1	4	-27
CN(CC(=O)Nc1ccccc1Cl)C(=O)c1ccccc1Sc1ccccc1C#N	1	3	-1	-11	33	4.4	-2	-12	-9	-33
CC(NS(=O)(=O)c1ccc(Br)cc1)c1ccccc1 (configuration not stated)	-5	1	-1	5	9	0.0	7	-6	-8	-9
CCN(CC)S(=O)(=O)c1cc(C(=O)Nc2cccnc2Cl)ccc1Cl	8	-6	0	-4	41	-1.3	-3	9	-12	-41

Next compounds follow.
SMILES	HTR5A ag	Rtt109 HAT inh	Wnt bcat act	MITF act	SR-BI HDL uptake	CDK5 p35 inh	cardiac RTF act	PvdQ inh	dFosB activator	SR-BI uptake up
Cc1ccc(NC(=O)CSc2nnnn2-c2ccc3c(c2)OCO3)cc1C	2	31	/	/	-17	0.0	-2	1	40*	17
O=C(Nc1ccc(F)cc1)C1CCN(S(=O)(=O)c2cccs2)CC1	-1	8	15	13	0	0.0	1	-15	-4	0
COc1cc(S(=O)(=O)N2CCCCC2)ccc1NC(=O)c1ccc(F)cc1	-5	-25	/	/	16	-0.8	-3	-8	5	-16
Cc1cc(/C=C2/NC(=O)NC2=O)c(C)n1-c1cccnc1	2	23	-2	-7	-29	-0.2	12	-15	-6	29
COc1ccc(C2c3ccc(O)cc3Oc3ncn4nc(-c5ccncc5)nc4c32)cc1OC (configuration not stated)	-1	-9	4	6	/	-0.4	2	-3	?	/
O=C(CSc1n[nH]c(-c2ccccc2)n1)N1CCCC1	-4	-2	3	-6	/	0.1	0	3	-4	/
COC(=O)c1ccncc1N	2	-8	0	-9	-32	2.3	3	-6	-2	32
CCN(CC)C(=O)Oc1ccc(Br)cc1C(=O)Nc1ccc(F)c(Cl)c1	-3	3	-1	2	15	-6.3	9	-11	-10	-15
COc1ccc(C(=O)c2ccc(CC(=O)O)s2)cc1	-3	10	-7	-20	-8	-1.4	1	0	6	8
COc1cccc(C2CC(C(F)(F)F)n3nc(C(=O)Nc4c(C)n(C)n(-c5ccccc5)c4=O)cc3N2)c1 (configuration not stated)	0	22	-2	1	-4	-0.6	10	8	-2	4
COc1ccc2[nH]c(=S)[nH]c2c1	6	3	/	22	7	4.7	2	-10	-3	-7
CC(=O)Nc1ccc(SCC(=O)N(CCC#N)c2ccc(C)cc2)cc1	-3	0	-3	-10	-8	0.4	-5	4	-5	8
COc1cc(OC)c(C2C(C(=O)O)c3ccccc3C(=O)N2C)cc1OC (configuration not stated)	3	-4	/	-10	-6	0.4	0	-16	-2	6
Cn1c(C(=O)N[C@@H](Cc2ccccc2)C(=O)O)cc2cc(F)ccc21	-3	-6	1	-18	2	-1.5	2	-13	1	-2
CCCCCC1CC(COc2ccccc2)OC1=O (configuration not stated)	-2	-1	2	-8	7	0.2	-1	45*	1	-7
CSc1cccc(NC(=O)CN2C(=O)COc3ccc(S(=O)(=O)N4CCOCC4)cc32)c1	-4	7	0	-9	-23	3.3	-1	-13	-6	23
Cc1ccsc1C(=O)OCC(=O)NC1CC1	0	0	1	5	-1	-0.2	5	-12	4	1
CCNc1nc(NCC)nc(NC(N)=S)n1	0	4	-2	-5	2	0.2	-3	12	-3	-2
O=C(NCc1ccco1)c1ccccc1NS(=O)(=O)c1ccc2c(c1)OCCO2	10	2	/	7	-14	0.1	0	-10	0	14
CSc1ccccc1OCc1cc(C(=O)N2CCN3CCCC3C2)no1 (configuration not stated)	1	0	3	31	18	/	-4	-1	-3	-18
O=C(Cn1cnc2c(cnn2-c2ccc(Cl)cc2)c1=O)NC1CCCCC1	3	-1	-2	/	-30	0.6	-1	1	-4	30
CCN1CCN(C(=O)N2CCOCC2)CC1	0	-3	-1	5	-42	1.3	-4	14	-3	42
COc1cccc(NC(=O)NCCC2=CCCCC2)c1	0	0	10	60	-4	-0.8	-2	-4	-10	4
O=C(NCCCN1CCCC1=O)C(=O)NCC1OCCCN1S(=O)(=O)c1cc(F)ccc1F (configuration not stated)	4	4	-3	-4	-21	0.2	5	-5	0	21
COc1ccc(NS(=O)(=O)c2ccc(C(=O)N3CCN(c4ccc(F)cc4)CC3)cc2)cc1	5	1	0	-17	43	-1.5	6	-17	-9	-43
O=C(N/N=C/c1sc(=O)[nH]c1-[n+]1ccccc1)c1ccccc1[O-]	0	6	6	0	-6	0.0	-2	-8	7	6
CN(C)/C=C1/C=C(c2ccccc2)OC1=O	6	-10	1	26	-2	2.6	2	-6	-6	2
COc1cccc(N2CCN(C(=O)Cn3c(=O)oc4ccccc43)CC2)c1	3	-4	0	1	2	0.8	-4	-3	1	-2
NC(=O)C1CCN(CC(=O)Nc2ccc3c(c2)OCCO3)CC1	3	-16	0	3	-9	1.1	-3	7	0	9

Five entries from above, reformatted:
compound,HTR5A ag,Rtt109 HAT inh,Wnt bcat act,MITF act,SR-BI HDL uptake,CDK5 p35 inh,cardiac RTF act,PvdQ inh,dFosB activator,SR-BI uptake up
COc1ccc(C(=O)c2ccc(CC(=O)O)s2)cc1,-3,10,-7,-20,-8,-1.4,1,0,6,8
COc1cccc(C2CC(C(F)(F)F)n3nc(C(=O)Nc4c(C)n(C)n(-c5ccccc5)c4=O)cc3N2)c1 (configuration not stated),0,22,-2,1,-4,-0.6,10,8,-2,4
COc1ccc2[nH]c(=S)[nH]c2c1,6,3,/,22,7,4.7,2,-10,-3,-7
CC(=O)Nc1ccc(SCC(=O)N(CCC#N)c2ccc(C)cc2)cc1,-3,0,-3,-10,-8,0.4,-5,4,-5,8
COc1cc(OC)c(C2C(C(=O)O)c3ccccc3C(=O)N2C)cc1OC (configuration not stated),3,-4,/,-10,-6,0.4,0,-16,-2,6

Sorted by count of non-hydrogen atoms (descending): 3 of the compounds above
SMILES	HTR5A ag	Rtt109 HAT inh	Wnt bcat act	MITF act	SR-BI HDL uptake	CDK5 p35 inh	cardiac RTF act	PvdQ inh	dFosB activator	SR-BI uptake up
O=C(Nc1ccc(F)cc1)C1CCN(S(=O)(=O)c2cccs2)CC1	-1	8	15	13	0	0.0	1	-15	-4	0
COc1cccc(NC(=O)NCCC2=CCCCC2)c1	0	0	10	60	-4	-0.8	-2	-4	-10	4
CCCCCC1CC(COc2ccccc2)OC1=O (configuration not stated)	-2	-1	2	-8	7	0.2	-1	45*	1	-7

Compound activity: PubChem BioAssay, several laboratories
